Assay outcomes (PubChem)
PKA-R2B activ: PKA-R2B complex activation. P22694+P31323. PKA-R2B holoenzyme dissociation, Cy5-IP20 fluorescence polarization; R2B truncated from residue 108, S112A mutant; 0% DMSO only, 100% 113 µM cGMP. activation, % at 11.4 µM. 340,000 tested, 0.079% active. AID 504700;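 active means activation above a cutoff set at the mean over all compounds plus 3 SD, cut at about 18% in these data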;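 further: higher means more holoenzyme dissociation and a rise in polarization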
RTF Ca sens act: increases calcium sensitivity of human cardiac regulated thin filaments; IANBD-labeled TnC RTF fluorescence at EC20 calcium; 0% EC20 calcium, 100% full calcium; P19429+P45379; 340,000 tested, 0.24% active; activation, % at 7.2 µM;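 active means activation above the mean over all tested compounds plus 3 SD, cut at about 30% in these data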;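 further: rise in fluorescence read as greater calcium sensitivity of cardiac thin filaments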
C-LANA FP: KSHV C-LANA DNA binding inhibition. MBP-C-LANA/FAM-LBS DNA binding, fluorescence polarization. inhibition, % at 9 µM. 340,000 tested, 0.078% active. AID 504423;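 active means highest replicate inhibition at or above 60% at 9 µM, even if other replicates fall short; inactive means all replicates below 60% inhibition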;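 further: 0% = neutral control wells and 100% = 4 µM acridine orange control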
Rtt109 Vps75: blocks Candida albicans Rtt109/Vps75 acetyltransferase activity; Q5AAJ8; 330,000 tested, 0.16% active; inhibition, % at 34.9 µM; purified Rtt109/Vps75, ThioGlo CoA-SH fluorescence, 4 h;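 active means inhibition of at least 50% in every replicate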
Target sequence (Q5AAJ8 whole entry, looked up): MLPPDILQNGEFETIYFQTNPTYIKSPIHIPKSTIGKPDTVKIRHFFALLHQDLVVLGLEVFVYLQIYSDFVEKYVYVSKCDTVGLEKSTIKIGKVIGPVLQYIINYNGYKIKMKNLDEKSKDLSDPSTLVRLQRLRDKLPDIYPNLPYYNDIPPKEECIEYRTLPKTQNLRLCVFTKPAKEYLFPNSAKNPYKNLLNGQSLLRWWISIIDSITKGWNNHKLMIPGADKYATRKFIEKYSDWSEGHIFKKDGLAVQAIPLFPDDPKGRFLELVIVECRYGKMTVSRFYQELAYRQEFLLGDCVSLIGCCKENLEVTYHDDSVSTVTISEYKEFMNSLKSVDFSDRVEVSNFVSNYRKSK
Keap1 Nrf2 FP: disrupts human Keap1 binding to Nrf2 peptide. Q14145. Keap1 Kelch-Nrf2 peptide fluorescence polarization, 1536-well. inhibition, % at 9.4 µM. 340,000 tested, 0.15% active; in the data active means inhibition above about 12%;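 further: human Keap1 Kelch domain with fluorescein labeled Nrf2 9mer peptide probe; 0% = neutral control wells and 100% = peptide positive control; higher means more block of Keap1 binding to Nrf2 peptide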
CAL PDZ FP-1: blocks peptide binding to human CAL PDZ domain; 330,000 tested, 0.02% active; AID 504414; inhibition, % at 20 µM; purified CAL PDZ, TMR-peptide fluorescence polarization, 1 h; Q9HD26;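 active means highest replicate inhibition of at least 40%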;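 further: plate controls were DMSO neutral control wells for no effect and unlabeled competitor peptide control wells for full effect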
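Material: tagged CAL PDZ domain; buffer or medium: 25 mM sodium phosphate pH 7.4, 150 mM NaCl, TCEP, IgG, Thesit; compound dosing: single point, 20 µM; schedule: 1 h incubation at room temperature before polarization reading; measured by: FP readout, S and P plane fluorescence; read-out basis: percent inhibition from loss of millipolarization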
Cardiac RTF inh: cardiac RTF calcium desensitization. IANBD-labeled cardiac RTF, Ca2+ fluorescence. inhibition, % at 7.15 µM. 340,000 tested, 0.12% active. AID 493244;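 active means inhibition above the mean inhibition of all tested compounds plus 3 SD, cut at about 17% in these data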;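 further: assay run at fixed EC70 calcium of 1.6 mM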
SR-BI DiI-HDL act: activators of SR-BI mediated HDL lipid uptake. 320,000 tested, 0.096% active. activation, % at 12.5 µM. CHO ldlA[mSR-BI] cells, DiI-HDL uptake fluorescence, 3 h; 100 = double the neutral-control signal. AID 504775;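 active means mean replicate activation of at least 60% and every replicate at or above 60%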;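 further: 0% = median plate neutral-control signal and 100% = twice that signal; values of inactives mirror those of a sister screen read the other way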
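system = CHO ldlA[mSR-BI] cells, LDL receptor-null, SR-BI overexpressing | medium = Ham's F12 with 0.5% BSA, HEPES 25 mM, pH 7.4 | probe or stimulus = DiI-HDL 10 µg/mL | compound dosing = single-point compound dose | incubation = compound exposure 3 h, 37 °C | technique = DiI fluorescence, bottom read | read-out = cell-associated DiI fluorescence as measure of HDL uptake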
DAGLB inhibitor: blocks human DAGLB lipase activity; HEK293T DAGLB membrane lysate, EnzChek fluorogenic substrate; inhibition, % at 5.17 µM; 340,000 tested, 0.059% active; Q8NCG7; in the data active means inhibition above about 34%;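 further: 0% = enzyme with vehicle and 100% = wells lacking enzyme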
Target sequence (Q8NCG7 whole entry, looked up): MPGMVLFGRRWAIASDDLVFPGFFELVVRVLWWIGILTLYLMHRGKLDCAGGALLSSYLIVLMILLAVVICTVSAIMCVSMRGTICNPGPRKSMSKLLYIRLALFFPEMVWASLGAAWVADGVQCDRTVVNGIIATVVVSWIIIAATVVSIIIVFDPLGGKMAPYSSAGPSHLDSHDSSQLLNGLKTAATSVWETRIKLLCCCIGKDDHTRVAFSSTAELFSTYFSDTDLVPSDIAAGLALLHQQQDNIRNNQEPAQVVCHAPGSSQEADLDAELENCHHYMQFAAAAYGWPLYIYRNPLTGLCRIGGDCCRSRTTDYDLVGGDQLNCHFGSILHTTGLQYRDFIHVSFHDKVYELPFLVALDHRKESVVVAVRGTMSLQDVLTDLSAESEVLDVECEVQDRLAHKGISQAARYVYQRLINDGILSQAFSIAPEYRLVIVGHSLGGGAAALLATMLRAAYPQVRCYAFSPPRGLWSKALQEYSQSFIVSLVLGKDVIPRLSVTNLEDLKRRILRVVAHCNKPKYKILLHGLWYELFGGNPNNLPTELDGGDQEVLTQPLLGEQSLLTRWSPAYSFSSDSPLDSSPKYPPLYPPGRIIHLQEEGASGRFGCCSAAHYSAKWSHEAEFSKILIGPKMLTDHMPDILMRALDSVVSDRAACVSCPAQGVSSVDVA
CAL PDZ FP-2: blocks peptide binding to the human CAL PDZ domain; Q9HD26; purified CAL PDZ, TMR-peptide fluorescence polarization, 1 h; inhibition, % at 24.9 µM; 300,000 tested, 0.92% active; AID 602252;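 active means mean inhibition of at least 30% with at least half of replicates also reaching 30%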;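 further: 0% = DMSO neutral control and 100% = excess unlabeled competitor peptide PRC23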
* = called active by the depositor; · = not tested or not shown.

SMILES	PKA-R2B activ	RTF Ca sens act	C-LANA FP	Rtt109 Vps75	Keap1 Nrf2 FP	CAL PDZ FP-1	Cardiac RTF inh	SR-BI DiI-HDL act	DAGLB inhibitor	CAL PDZ FP-2
O=S(=O)(c1cccc(C(F)(F)F)c1)N1CCN(CC(O)COCc2ccccc2)CC1 (stereo not drawn)	13	-4	0.3	40	1	-2.4	5	·	-3	-7
CCCC1(c2ccccc2)NC(=O)N(CC(=O)N2CC(=O)Nc3ccccc32)C1=O (stereo not drawn)	3	0	0.8	-11	1	-0.4	-2	-1	-4	4
O=C(Nc1cccc(-c2nc3ccccc3[nH]2)c1)c1ccco1	-7	0	2.1	-2	0	-6.3	-2	-14	-4	·
O=C(CCN1C(=O)C2C3CCC(C3)C2C1=O)Nc1cccc(Cl)c1 (stereo not drawn)	5	-9	-0.7	13	-5	-1.8	-5	7	0	-4
O=[N+]([O-])c1ccc(C[n+]2cccc3ccccc32)cc1	-10	2	-3.5	2	-9	-0.3	-29	25	-2	-2
CCOc1ccc(CC(=O)Nc2cc(=O)n(C)c(=O)n2C)cc1	-1	5	-0.5	2	-6	-0.2	-1	-18	1	-2
Cc1c(CCOC(=O)C23CC4CC(CC(C)(C4)C2)C3)sc[n+]1Cc1ccccc1	5	0	-0.3	18	-3	-0.8	-7	9	0	-1
O=C(NCc1ccccc1Cl)C1CCN(S(=O)(=O)c2ccc(N3CCCC3=O)cc2)CC1	-7	5	-1.4	-1	-3	-3.0	-6	·	0	0
CC(C)(C)c1ccc2c(c1)OC(C(=O)N/N=C\c1ccc(-c3cccc(C(=O)O)c3)o1)CO2 (stereo not drawn)	-8	0	1.9	5	-2	-3.9	-15	·	3	-3
Cc1oc(-c2ccccc2)cc1C(N)=O	0	2	1.4	0	0	-0.8	3	2	0	2
Cc1cccc2cc(CN(CCCO)C(=O)Nc3ccc(Cl)cc3)c(=O)[nH]c12	0	-1	-0.4	8	-4	-2.1	0	-42	-1	-5
COc1cc(NC(=S)NN2CCN(C)CC2)cc(OC)c1OC	-7	2	0.9	3	-1	-1.9	-1	26	-2	-2
Cc1c(NC(=O)COC(=O)/C=C/c2cccc(Cl)c2)c(=O)n(-c2ccccc2)n1C	-8	-1	0.5	-5	-1	-1.2	6	7	1	-6
COc1ccc(CCNC(=O)c2cc3c(=O)n(C)c4ccccc4c3n2C)c(OC)c1	4	0	-4.6	1	5	-2.6	0	-40	1	-4
CCOC(=O)C1=C(C)Nc2ccccc2N=C1NC(=O)c1oc2ccccc2c1COC	-10	-1	3.9	-3	-5	-1.5	0	-1	-6	-2
CC1(C)Oc2ccc3ccc(=O)oc3c2/C(=C/O)C1=O	-3	-3	0.0	11	-1	0.6	0	29	-5	10
COc1ccc(CN(C)C(=O)Cc2ccc(OC)c(S(=O)(=O)N3CCOCC3)c2)cc1OC	7	-3	0.2	-4	-1	0.3	-6	2	2	-1
C[C@H]1COC(=O)[C@@H](CC(=O)OC(C)(C)C)C/C=C\C[C@@H](CC(=O)N(CCO)Cc2ccccc2)C(=O)N1	-4	-1	-1.6	1	-3	0.1	4	11	-6	-2
CCOCCCn1c(=S)[nH]c2cc(C(=O)NCC(OC)OC)ccc2c1=O	-6	0	1.7	-5	1	-2.2	-7	24	1	-4
Cc1cc(C(=O)Nc2ccc3c(c2)OCCO3)co1	4	3	-0.8	4	-7	-1.1	-4	-7	3	3

Reprinted at random: 3 compounds from above.
SMILES	PKA-R2B activ	RTF Ca sens act	C-LANA FP	Rtt109 Vps75	Keap1 Nrf2 FP	CAL PDZ FP-1	Cardiac RTF inh	SR-BI DiI-HDL act	DAGLB inhibitor	CAL PDZ FP-2
CCOc1ccc(CC(=O)Nc2cc(=O)n(C)c(=O)n2C)cc1	-1	5	-0.5	2	-6	-0.2	-1	-18	1	-2
COc1ccc(CCNC(=O)c2cc3c(=O)n(C)c4ccccc4c3n2C)c(OC)c1	4	0	-4.6	1	5	-2.6	0	-40	1	-4
C[C@H]1COC(=O)[C@@H](CC(=O)OC(C)(C)C)C/C=C\C[C@@H](CC(=O)N(CCO)Cc2ccccc2)C(=O)N1	-4	-1	-1.6	1	-3	0.1	4	11	-6	-2

Further records.
SMILES	PKA-R2B activ	RTF Ca sens act	C-LANA FP	Rtt109 Vps75	Keap1 Nrf2 FP	CAL PDZ FP-1	Cardiac RTF inh	SR-BI DiI-HDL act	DAGLB inhibitor	CAL PDZ FP-2
S=c1[nH]nc(COc2ccccc2)n1C1CCCCC1	-11	4	0.5	-5	-1	-0.9	-2	-1	2	-5
COc1ccc(-c2ccc3sc4ccccc4c(=O)c3c2)cn1	-9	9	-0.3	-1	-1	-1.6	-7	-9	-5	-1
CCn1c(C2CCN(Cc3ccccc3)CC2)n[nH]c1=S	-8	-3	-0.4	16	-6	-1.8	4	4	-1	-2
O=C(OCc1ccc(Br)cc1)c1cccc(-c2nnc(-c3ccccc3)o2)c1	0	-5	0.7	-2	-1	0.1	-9	7	-3	-2
COc1ccc(CCNc2nc(C)c(C(C)=O)s2)cc1OC	3	-8	0.0	3	-1	-0.1	-2	-2	0	-1
CSc1ccccc1NC(=O)CN(C)CC(=O)Nc1ccccc1N1CCOCC1	2	0	-0.2	5	2	-1.0	4	-12	-2	4
Cc1nc(NCCCO)c(C#N)c2c1COC(C)(C)C2	-7	7	-0.9	5	-5	-0.7	-8	11	-3	0
CCCN(CCC)CCCNC(=O)Cn1cnc2sc(C)c(S(=O)(=O)N3CCC(C)CC3)c2c1=O	3	-8	-0.3	0	-5	0.2	-11	17	-4	9
CC1CCN(CC(O)COc2cccc(F)c2)CC1 (stereo not drawn)	-5	2	0.9	7	0	0.0	-8	8	0	·
CC1CN(c2nc3ccccc3cc2-c2ccccc2)CC(C)O1 (stereo not drawn)	-2	1	0.3	1	-2	-0.5	-2	-37	-12	-2
Cc1ccccc1C(=O)OCC(=O)NCc1ccco1	-3	-7	-2.9	3	-2	-1.3	5	-7	-1	·
COc1ccccc1NC(=O)CN1CCC(n2c(C)nc3cc(F)ccc32)CC1	-2	-3	-0.3	-20	-3	0.4	9	-46	-2	-2
Cc1cccc(N2CC(C(=O)Nc3nnc(SCC(=O)Nc4cc(C)on4)s3)CC2=O)c1 (stereo not drawn)	10	3	-0.3	0	-3	-0.8	-1	30	16	-1
Cc1cc(C)cc(-n2ncc3c2CCCC3NC(=O)c2csnn2)c1 (stereo not drawn)	-3	-5	-0.6	1	4	-1.6	-8	-26	3	·
COCCCNC(=O)CC(NS(=O)(=O)c1ccc(F)cc1)c1ccc(OC)cc1 (stereo not drawn)	4	0	1.1	-30	-5	-0.3	1	30	-1	1
O=C(Cn1cnc2ccccc21)Nc1cccc(S(=O)(=O)N2CCCC2)c1	9	-2	-4.4	3	-2	-1.1	-12	10	-2	2
CCS(=O)(=O)Nc1cccc(C2=NN(C(=O)c3ccco3)C(c3ccco3)C2)c1 (stereo not drawn)	-2	-7	0.2	-3	4	-4.7	4	·	1	2
Cc1c(NC(=O)/C(C#N)=C\c2cccs2)c(=O)n(-c2ccccc2)n1C	-3	-5	0.7	-6	-3	-0.4	-4	17	1	-2
O=C(CCNS(=O)(=O)c1cccs1)NCc1ccco1	-6	5	0.2	14	-6	-1.7	6	9	0	0
CCOC(=O)C1=C(CNCCc2ccc(Cl)cc2)NC(=O)NC1c1cccc([N+](=O)[O-])c1 (stereo not drawn)	-3	0	-0.6	-5	-3	-0.2	-3	-60	-1	-6
Cc1ccc(-n2nnc3c(=O)n(Cc4cccc(C)c4)cnc32)cc1	3	2	0.7	1	-3	-0.9	-8	13	-12	-3
Nc1nc2ccccc2n1C(=O)c1ccccc1	-8	-1	0.7	-11	-5	-2.1	-6	12	1	-2
CCN(CC)c1ccc(/C=c2\sc3nc4ccccc4n3c2=O)c(O)c1	5	53*	2.1	-231	-8	-1.8	-81	-9	-15	-5
O/N=C/c1cc(Br)ccc1OCc1ccccc1F	-2	-7	-0.2	8	0	-2.6	-9	·	-5	-4
CC(C)c1nnc(NC(=O)Cc2ccc(Br)cc2)s1	0	7	-0.1	-2	3	-0.6	-4	26	-1	-7
COc1cc(OC)cc(C(=O)Nc2cccc3ccccc23)c1	1	-7	-0.7	-2	2	-0.8	4	-13	-2	-5
CCOC(=O)C(=CNc1ccccc1Cl)C(=O)OCC	-17	2	1.1	8	-1	-1.3	-4	-11	-7	4
CC1=C(C(=O)NC2CCCC(C)C2C)C2(CCCCC2)OC1=O (stereo not drawn)	-2	-2	0.7	-16	-1	-0.4	-6	11	1	-6
COc1ccc(NC2CCCN(C(=O)c3c(C)noc3C)C2)cc1 (stereo not drawn)	-8	-2	0.5	-2	-3	-0.7	4	·	-2	-5
COc1ccc(NC(=O)c2cc(C(=O)Nc3ccc(OC)cc3OC)cc([N+](=O)[O-])c2)c(OC)c1	-1	0	-0.4	-2	2	-0.6	-6	5	-1	-2
O=C(Nc1ccccc1F)C(c1ccccc1)c1ccccc1	13	1	0.7	-2	0	0.4	-3	·	-2	-3
CCCCCOc1ccc(CSc2n[nH]c(C)n2)cc1	5	1	-0.9	0	1	-0.5	2	19	-5	3
CC(CCO)Nc1nc2c([nH]1)c(=O)n(C)c(=O)n2C (stereo not drawn)	10	-4	-0.5	-2	-1	-0.7	-1	20	3	-3
COc1cc(CNCCc2ccccc2F)ccc1OCc1ccc(Cl)nc1	8	0	-1.2	4	2	-1.3	6	-17	1	1
CCC(=O)c1ccc(OCc2ccc(C(=O)c3ccccc3)cc2)cc1	5	-3	3.0	0	-2	-0.5	-4	18	-16	12
COc1ccc(N(CC(=O)NCCc2ccccc2)C(=O)c2csnn2)cc1	-3	-1	-0.5	-2	-7	-3.9	-14	6	-1	-3
CCN(C1CCS(=O)(=O)C1)S(=O)(=O)c1ccc2ccccc2c1 (stereo not drawn)	-2	-1	1.3	-3	-3	-1.2	4	16	-1	1
COc1ccc(CN2C(=O)NC3(CCCc4ccccc43)C2=O)cc1F (stereo not drawn)	-15	3	-1.6	-2	-3	0.2	2	2	0	1
COc1ccc(NC(=O)CN(C)CC(=O)Nc2cccc(F)c2)cc1S(=O)(=O)N1CCCCC1	-5	0	1.3	8	1	-2.3	-9	-23	4	·
Cc1ccc(CCN2CC(C(=O)NCc3ccco3)CC2=O)cc1 (stereo not drawn)	-2	-4	2.2	-1	1	0.1	7	·	-1	0
CCN(C(=O)Cc1ccc(NC2=NC3CS(=O)(=O)CC3S2)cc1)c1ccccc1 (stereo not drawn)	-11	4	0.6	-11	-5	-0.1	-15	-10	-2	·
COc1ccc(CN2CCC(N3CC(C)OC(C)C3)CC2)c(OC)c1 (stereo not drawn)	-2	3	1.8	14	0	-2.2	-6	0	2	-1
S=C(NCC1CCCO1)Nc1ccccc1Cl (stereo not drawn)	-7	3	0.2	-9	1	-0.4	8	-8	2	-4

Outcome played no part in choosing rows; 1.6% or so of the library scored in one or more.
